Assay outcomes from PubChem BioAssay.
TNF death inh: inhibitors of TNF-alpha triggered necroptosis, primary screen, cell-based, Jurkat FADD-/-, single concentration; Jurkat FADD-/- TNF necroptosis rescue, ATP luminescence, 24 h; 0 = TNF only, 100 = no-TNF cells; activation (protection from cell death), % at 10 µM; 220,000 tested, 0.068% active; AID 463075, 2010;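 active means activation, meaning protection from cell death, of at least 50% relative to plate controls; inactive means activation below 50%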;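 further: necroptosis triggered by 40 ng/mL TNF-alpha added together with compound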
EBV gp42 block: Epstein-Barr virus gp42 inhibitors, primary screen, biochemical, uHTS, fluorescence polarization; Fluorescence polarization binding assay, mP read-out; Glycoprotein 42 (Epstein-Barr virus (strain AG876)), Q1HVG2; inhibition, % (tested at 21.74 µM); 220,000 tested, 0.42% active; in the data active means inhibition above about 50%
p47phox inh: p47phox/p22phox peptide binding inhibitors, primary screen, biochemical, uHTS, NADPH oxidase regulatory subunit. inhibition, % at 24.7 µM. 220,000 tested, 0.53% active. AID 1274, 2008. fluorescence polarization, 2 h;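 active means inhibition above about 30%, limit read from the data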;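 further: 0% = p47phox with labelled peptide and 100% = labelled peptide alone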
Target sequence (P14598 whole entry, looked up): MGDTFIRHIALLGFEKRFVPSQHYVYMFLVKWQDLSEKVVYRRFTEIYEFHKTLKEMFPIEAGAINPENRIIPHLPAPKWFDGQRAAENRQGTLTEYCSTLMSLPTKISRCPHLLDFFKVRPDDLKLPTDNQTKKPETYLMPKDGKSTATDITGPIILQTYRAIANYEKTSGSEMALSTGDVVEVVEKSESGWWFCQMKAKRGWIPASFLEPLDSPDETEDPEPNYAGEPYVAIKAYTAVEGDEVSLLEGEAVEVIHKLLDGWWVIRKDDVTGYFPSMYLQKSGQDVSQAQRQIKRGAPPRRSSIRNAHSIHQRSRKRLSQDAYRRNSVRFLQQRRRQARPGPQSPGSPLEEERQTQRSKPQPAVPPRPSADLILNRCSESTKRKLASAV
zfTRPN1 agonist: zebrafish TRPN1 channel agonists, primary screen, cell-based, HEK293, calcium fluorescence; 220,000 tested, 0.18% active; HEK293 zebrafish TRPN1-YFP, Fluo-8 calcium fluorescence; 100% = response to 87 µM carbachol; activation, % at 3 µM; transient receptor potential cation channel N1 (TRPN1/NompC), Danio rerio;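 active means activation above its plate's cutoff, the mean activation of test wells on that plate plus 3 SD, cut at about 19% in these data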;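 further: 0% = DMSO alone and 100% = 87 µM carbachol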
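Assay system: Zebrafish TRPN1-YFP in HEK293 cells | Incubation: Dye loading 1 h at 37 °C, then 30 min room temperature | Measured by: Kinetic Fluo-8 fluorescence, ex 470-495, em 515-575 nm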
CHOP inhibitor: inhibitors of CHOP promoter induction, primary screen, cell-based, unfolded protein response, luciferase reporter | CHO-K1 CHOP-promoter luciferase, tunicamycin-induced, 15-18 h | 220,000 tested, 3.8% active | inhibition, % at 10 µM | AID 2732, 2010;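 active means compounds that reduced the stress-induced luciferase reporter signal by more than about 70% of percent inhibition, limit read from the data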;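 further: 0% = tunicamycin plus vehicle and 100% = wells without tunicamycin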
PPC-1+TRAIL kill: compounds killing PPC-1 cancer cells with TRAIL present, primary screen, TRAIL potentiator project, ATPLite luminescence, uHTS | PPC-1 cells + TRAIL, ATPLite viability luminescence | 220,000 tested, 0.41% active | cell killing (% activity), % at 4 µM;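 active means cell killing above 50% in the first pass at 4 µM, then a duplicate retest at 5 µM averaging 50% or more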;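 further: plate controls were cells with TRAIL plus DMSO for no effect and medium-only wells lacking cells for full effect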
MDM2 E3 inh: MDM2-luciferase reporter signal enhancers, primary screen, MDM2 E3 ligase inhibitor project, cell-based, luminescence, 1536-well | 210,000 tested, 0.11% active | signal enhancement, % at 5 µM | E3 ubiquitin-protein ligase Mdm2 (Homo sapiens), Q00987 | cell-based MDM2 ubiquitination luciferase reporter, 2 h; 0 = plate control, 100 = twice control, blank-subtracted;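 active means signal enhancement of 30% or more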;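 further: luminescence tracks abundance of the self-degrading MDM2-luciferase fusion protein; higher signal means inhibition of MDM2 E3 ligase activity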
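Assay system: stable mammalian line carrying autodegrading MDM2–luciferase fusion reporter; amount: 2000 cells seeded into each well; buffer or medium: DMEM; benchmarks: plate control and blank wells; signal: luciferase luminescence; timing: 2 h compound exposure at 37 °C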
TRPML3 agonist: human TRPML3 channel agonists, primary screen, cell-based, HEK293 TRPML3-YFP, Fluo-8 calcium fluorescence, 3 µM. Mucolipin-3 (Homo sapiens), Q8TDD5. AID 1448, 2008. 220,000 tested, 0.29% active. 100% = the carbachol control signal. activation, % at 3 µM;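 active means activation above its plate's cutoff, the mean activation of the plate's test wells plus 3 SD, cut at about 12% in these data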;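 further: 0% = DMSO only wells and 100% = carbachol wells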
Target sequence (Q8TDD5 whole entry, looked up): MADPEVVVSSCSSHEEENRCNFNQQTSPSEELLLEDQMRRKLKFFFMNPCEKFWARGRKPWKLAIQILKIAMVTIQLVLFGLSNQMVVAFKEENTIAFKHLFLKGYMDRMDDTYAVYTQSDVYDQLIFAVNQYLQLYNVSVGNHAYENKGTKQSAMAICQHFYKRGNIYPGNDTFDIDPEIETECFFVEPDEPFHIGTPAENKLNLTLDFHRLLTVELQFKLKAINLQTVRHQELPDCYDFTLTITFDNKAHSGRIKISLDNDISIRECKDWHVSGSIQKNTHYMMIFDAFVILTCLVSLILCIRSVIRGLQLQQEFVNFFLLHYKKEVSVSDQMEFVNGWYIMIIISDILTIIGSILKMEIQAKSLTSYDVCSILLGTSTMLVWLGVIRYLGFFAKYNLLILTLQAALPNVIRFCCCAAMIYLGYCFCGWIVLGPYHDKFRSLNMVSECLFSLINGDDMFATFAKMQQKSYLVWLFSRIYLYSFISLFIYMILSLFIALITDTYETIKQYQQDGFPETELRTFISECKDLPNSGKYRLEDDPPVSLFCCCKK
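Test system – HEK293 line with stable expression of human TRPML3-YFP channel · Control set – carbachol 87 µM final as high control (100%), DMSO as low control (0%) · Signal – Fluo-8 calcium dye fluorescence, ex 470-495, em 515-575 nm · Incubation – 1-h 37 °C dye load, 5-s basal, 120-s post-compound reads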
Runt-SMMHC FRET: inhibitors of RUNX1 Runt–CBFb-SMMHC binding, primary screen, biochemical, FRET, Cerulean-Runt, Venus-CBFb-SMMHC, uHTS; Runt-related transcription factor 1 (Homo sapiens) + Core-binding factor subunit beta …; AID 1434, 2008; inhibition, % at 20 µM; 220,000 tested, 0.74% active; Cerulean-Runt/Venus-CBFb-SMMHC FRET ratio 530/480, 1 h;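 active means mean inhibition across duplicate retests at 20 µM reaching about 50%, limit read from the data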;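 further: 0% = DMSO wells and 100% = wells with excess untagged CBFb-SMMHC; inhibitors lower the FRET ratio by blocking Runt binding to CBFb-SMMHC; some results filed as inactive read as strong as hits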
* hit, by the source's call; . = no result given.

Start of the data: the first five records, ahead of the listing:
[1] CNC(=O)CSc1nnnn1-c1cc(C)ccc1C
[2] CC(=O)Nc1cnc(NC(=O)c2cccc(F)c2)cc1C
[3] Cc1cccc(C(=O)NC(=S)Nc2ccc3[nH]c(=O)[nH]c3c2)c1
[4] O=C(NCc1ccccn1)C1CCN(C(=O)c2cc3sccc3n2Cc2ccc(F)cc2)CC1
[5] Cc1ccc(NC(=O)C(OC(=O)c2ccc(NC(N)=O)cc2)c2ccccc2)cc1Cl (configuration not stated)

screen / no.	1	2	3	4	5
TNF death inh	0.5	-0.7	-0.5	-2.4	7.7
Runt-SMMHC FRET	-2	-5	4	1	-15
TRPML3 agonist	-0.4	-0.2	0.6	0.9	0.5
PPC-1+TRAIL kill	2	37	-3	23	6
CHOP inhibitor	24	-18	6	6	91*
p47phox inh	-10	-8	-29	0	-30
EBV gp42 block	-12	-11	-7	-4	-21
zfTRPN1 agonist	0.2	-0.4	0.4	1.1	1.1
MDM2 E3 inh	-3	-19	-4	-16	-10

This part in full, repeating the preview:
[1] CNC(=O)CSc1nnnn1-c1cc(C)ccc1C
[2] CC(=O)Nc1cnc(NC(=O)c2cccc(F)c2)cc1C
[3] Cc1cccc(C(=O)NC(=S)Nc2ccc3[nH]c(=O)[nH]c3c2)c1
[4] O=C(NCc1ccccn1)C1CCN(C(=O)c2cc3sccc3n2Cc2ccc(F)cc2)CC1
[5] Cc1ccc(NC(=O)C(OC(=O)c2ccc(NC(N)=O)cc2)c2ccccc2)cc1Cl (configuration not stated)
[6] CC(C(=O)Nc1cccnc1)c1ccc([N+](=O)[O-])cc1 (configuration not stated)

screen / no.	1	2	3	4	5	6
TNF death inh	0.5	-0.7	-0.5	-2.4	7.7	0.4
Runt-SMMHC FRET	-2	-5	4	1	-15	-2
TRPML3 agonist	-0.4	-0.2	0.6	0.9	0.5	2.4
PPC-1+TRAIL kill	2	37	-3	23	6	7
CHOP inhibitor	24	-18	6	6	91*	13
p47phox inh	-10	-8	-29	0	-30	-3
EBV gp42 block	-12	-11	-7	-4	-21	-13
zfTRPN1 agonist	0.2	-0.4	0.4	1.1	1.1	2.4
MDM2 E3 inh	-3	-19	-4	-16	-10	3

[7] CCC(C)C(N)C(=O)NC(CCC(=O)OCc1ccccc1)C(N)=O (configuration not stated)
[8] N#C/C(=C/Nc1ccccc1C(=O)O)C(N)=O
[9] CC(C)(C)c1ccc(OCc2ccc(C(=O)N/N=C/c3ccc([N+](=O)[O-])cc3)o2)cc1
[10] COc1ccc(CN2CSC(=S)N(Cc3ccc(OC)cc3)C2)cc1
[11] O=C(NCCN1CCOCC1)c1cc(S(=O)(=O)NCCCN2CCCC2=O)ccc1Cl
[12] COc1ccc(OC)c(NC(=O)COC(=O)/C=C/c2ccc(Cl)cc2)c1

screen / no.	7	8	9	10	11	12
TNF death inh	0.4	5.2	-12	0.6	0.5	-0.7
Runt-SMMHC FRET	-1	0	2	0	-6	-4
TRPML3 agonist	0.5	0.6	0.1	0.8	0.0	0.4
PPC-1+TRAIL kill	9	0	14	-2	4	15
CHOP inhibitor	-18	-6	27	11	17	47
p47phox inh	-9	-3	-4	-8	-10	-5
EBV gp42 block	1	-17	-26	-4	-9	-2
zfTRPN1 agonist	-0.3	1.6	0.0	1.1	-0.2	0.1
MDM2 E3 inh	-5	1	-39	-1	5	4

[13] O=C(c1cccc(S(=O)(=O)N2CCOCC2)c1)N1CCCc2ccccc21
[14] CCSC1(SCC)N=C(N)C2(C#N)C(c3ccccc3)NC(C)=C(C)C12C#N (configuration not stated)
[15] O=C(NCCC(c1ccccc1)c1ccccc1)c1ccc(Br)o1
[16] Cc1cccc(NC2=NC(=S)N(c3ccc(C(=O)O)cc3)C23CCCCC3)c1
[17] O=C(CN(C(=O)Cn1nnc(-c2cccs2)n1)c1cnc2ccccc2c1)NCC1CCCO1 (configuration not stated)
[18] COc1ccc2cc1Oc1ccc(cc1)C[C@H]1c3c(cc4c(c3Oc3cc5c(cc3OC)CCN(C)[C@@H]5C2)OCO4)CCN1C

screen / no.	13	14	15	16	17	18
TNF death inh	-0.9	0.2	0.1	-0.6	-0.6	-23
Runt-SMMHC FRET	1	-1	-2	3	1	2
TRPML3 agonist	0.6	0.8	-0.4	0.7	-0.2	.
PPC-1+TRAIL kill	-20	-4	-26	18	8	22
CHOP inhibitor	45	-5	24	-13	21	13
p47phox inh	-24	-11	-34	-2	-1	-10
EBV gp42 block	-6	-17	-20	-3	-9	-9
zfTRPN1 agonist	-1.0	0.3	-1.9	1.0	-1.3	.
MDM2 E3 inh	-1	-12	2	-4	-10	-7

[19] O=C(Cn1c2ccc(F)cc2c2nc3n(c(=O)c21)CCS3)Nc1ccccc1C(F)(F)F
[20] Fc1cccc(CSc2nc3ccncc3[nH]2)c1
[21] COc1ccc(Br)cc1S(=O)(=O)N1CC(C)OC(C)C1 (configuration not stated)
[22] CCOC(=O)Cn1c(N2CCCCCC2)nc2c1c(=O)[nH]c(=O)n2C
[23] COc1cc(/C=N/NC(=O)c2ccccc2O)ccc1OC(=O)CC1SC(=O)NC1=O (configuration not stated)
[24] CC1(C)CNC(=O)c2sc(NC(=O)c3ccccc3Cl)nc2C1

screen / no.	19	20	21	22	23	24
TNF death inh	0.2	-5.5	-1.6	-1.1	-0.5	-0.2
Runt-SMMHC FRET	-7	3	-2	-1	-2	2
TRPML3 agonist	0.3	0.6	0.1	-0.6	0.5	0.6
PPC-1+TRAIL kill	11	41	22	12	9	4
CHOP inhibitor	78*	-10	1	-5	18	-12
p47phox inh	10	-1	-7	4	-14	3
EBV gp42 block	-10	-8	-6	1	-1	-11
zfTRPN1 agonist	1.2	-0.3	-0.5	0.2	0.1	0.3
MDM2 E3 inh	0	.	.	-14	-13	16

[25] O=C(CCC(=O)N(c1ccc(F)cc1)C(C(=O)NC1CCCC1)c1ccncc1)Nc1cccnc1 (configuration not stated)
[26] O=C(COC(=O)c1ccccc1Nc1ccc(SC(F)F)cc1)NC1CC1
[27] COC(=O)CN(c1ccc(OC)cc1)S(=O)(=O)c1c(C)noc1C
[28] Cc1ccc2nc(CSc3nnc(-c4ccco4)o3)cc(=O)n2c1
[29] Cc1ccc(S(=O)(=O)N2CCN(C(=O)CN3CCOCC3)C2c2ccccc2)cc1 (configuration not stated)
[30] O=C(N/N=C/C=C/c1ccco1)c1cccs1

screen / no.	25	26	27	28	29	30
TNF death inh	1.1	2.4	-9.2	-6.0	-6.0	-2.2
Runt-SMMHC FRET	2	2	3	-7	1	-14
TRPML3 agonist	0.8	0.4	0.7	0.6	0.7	1.1
PPC-1+TRAIL kill	2	-1	-27	.	18	24
CHOP inhibitor	17	56	.	45	-18	-50
p47phox inh	5	-9	.	-7	-47	-15
EBV gp42 block	-7	-22	.	-3	-19	1
zfTRPN1 agonist	2.8	-0.4	-0.8	1.1	0.3	1.4
MDM2 E3 inh	-3	-3	-16	-1	-23	3

[31] CC(C)CCn1nnnc1CN1CCN(c2ccc(F)cc2)CC1
[32] CCCN(CCC)S(=O)(=O)c1ccc(C(=O)NNc2nc(-c3ccccc3)c3cc(Br)ccc3n2)cc1
[33] Cc1ccc(C(=O)N/C(=C/C=C\c2ccccc2)C(=O)NCc2ccco2)cc1
[34] O=S(=O)(Nc1ccc(O)c(Sc2nc3ccccc3s2)c1)c1cccc2ccccc12
[35] CCOC(=O)c1nc(NNC(C)=O)sc1C
[36] CC(=O)OCC(=O)[C@@]1(O)CC[C@H]2[C@@H]3CCC4=CC(=O)C=C[C@]4(C)[C@@]3(Cl)[C@@H](Cl)C[C@@]21C

screen / no.	31	32	33	34	35	36
TNF death inh	-0.2	2.2	2.6	3.1	-1.0	3.5
Runt-SMMHC FRET	0	-2	0	-1	3	-2
TRPML3 agonist	1.1	0.7	-0.4	-0.1	-0.1	.
PPC-1+TRAIL kill	6	8	21	14	12	9
CHOP inhibitor	16	47	20	55	5	36
p47phox inh	-9	-14	-11	-15	1	3
EBV gp42 block	-9	-14	-7	6	-3	3
zfTRPN1 agonist	1.4	-0.1	-1.8	-0.3	0.2	.
MDM2 E3 inh	2	28	0	-16	-28	11

[37] Cc1ccc(C(=O)NCC(=O)OCC(=O)NC2CCS(=O)(=O)C2)cc1C (configuration not stated)
[38] c1ccc(C2CCC(N3CCNCC3)CC2)cc1 (configuration not stated)
[39] Cc1onc(-c2ccccc2)c1C(=O)Nc1nc2c(s1)C(=O)CC(C)(C)C2
[40] COc1ccccc1N1CCN(C(c2ccc(N(C)C)cc2)c2nnnn2CCc2ccccc2)CC1 (configuration not stated)
[41] O=C(COc1ccccc1Cl)NCc1ccco1
[42] O=C(CCC(=O)N(CC(=O)NC1CCCC1)C1CCCC1)Nc1ccccn1
[43] O=C(Nc1nc(-c2ccccc2)cs1)C1c2ccccc2Oc2ccccc21

screen / no.	37	38	39	40	41	42	43
TNF death inh	0.3	3.4	-0.2	2.8	-1.1	-2.0	-2.2
Runt-SMMHC FRET	-5	5	5	2	3	-2	-1
TRPML3 agonist	1.0	0.8	0.6	0.2	-0.2	0.4	-1.5
PPC-1+TRAIL kill	21	21	-26	19	-7	-10	18
CHOP inhibitor	10	29	9	13	31	26	22
p47phox inh	-17	9	-152	-36	-9	-7	-23
EBV gp42 block	-24	0	8	-26	-14	-22	2
zfTRPN1 agonist	1.4	-0.6	-1.5	-2.4	1.1	0.0	0.2
MDM2 E3 inh	-6	-3	-21	-9	-14	2	-22
